# Source: PubChem BioAssay
# MBD2 inh: inhibitors of MBD2 binding to methylated DNA, primary screen, biochemical, TR-FRET, DNA-binding domain, human; Methyl-CpG-binding domain protein 2 (Homo sapiens), Q9UBB5; MBD2 binding to methylated oligonucleotide; inhibition, % at 4.4 µM; actives 0.31% (n = 370,000); AID 686964, 2013; in the data active = inhibition above about 13%
# Target sequence (Q9UBB5 whole entry, looked up, the tested form may be a part): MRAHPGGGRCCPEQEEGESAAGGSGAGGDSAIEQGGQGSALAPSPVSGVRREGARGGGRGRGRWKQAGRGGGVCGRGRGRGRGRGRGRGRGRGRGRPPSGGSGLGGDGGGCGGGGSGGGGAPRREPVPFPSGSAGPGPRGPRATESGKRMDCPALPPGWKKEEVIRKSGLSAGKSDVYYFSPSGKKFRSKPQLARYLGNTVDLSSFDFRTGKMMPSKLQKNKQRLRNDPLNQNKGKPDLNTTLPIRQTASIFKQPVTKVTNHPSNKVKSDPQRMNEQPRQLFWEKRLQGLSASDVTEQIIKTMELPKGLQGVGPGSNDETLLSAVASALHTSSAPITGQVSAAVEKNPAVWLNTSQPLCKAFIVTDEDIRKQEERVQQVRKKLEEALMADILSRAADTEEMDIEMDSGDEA
# LEDGF integ inh: blockers of LEDGF/p75-dependent integrase strand transfer – biochemical, TR-FRET, high throughput, primary screen; TR-FRET IN-LEDGF/p75 DNA integration, Eu/Cy5; inhibition, % at 3.7 µM; actives 0.64% (n = 370,000); AID 743269, 2014;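 active = inhibition above the screen-wide mean plus 3 SD, cut at about 13% in these data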;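 also: signal is the Cy5 over europium emission ratio at 671 and 618 nm; 0% = plate median of compound wells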
# HTRA1 inh: HTRA1 serine protease inhibitors, primary screen, biochemical, fluorescence polarization, HTS; recombinant HTRA1, FP-rhodamine activity-based probe; actives 0.5% (n = 340,000); inhibition, % at 5.96 µM; in the data active = inhibition above about 36%;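 also: 0% = enzyme with DMSO and 100% = wells lacking enzyme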
# Target sequence (Q92743 whole entry, looked up): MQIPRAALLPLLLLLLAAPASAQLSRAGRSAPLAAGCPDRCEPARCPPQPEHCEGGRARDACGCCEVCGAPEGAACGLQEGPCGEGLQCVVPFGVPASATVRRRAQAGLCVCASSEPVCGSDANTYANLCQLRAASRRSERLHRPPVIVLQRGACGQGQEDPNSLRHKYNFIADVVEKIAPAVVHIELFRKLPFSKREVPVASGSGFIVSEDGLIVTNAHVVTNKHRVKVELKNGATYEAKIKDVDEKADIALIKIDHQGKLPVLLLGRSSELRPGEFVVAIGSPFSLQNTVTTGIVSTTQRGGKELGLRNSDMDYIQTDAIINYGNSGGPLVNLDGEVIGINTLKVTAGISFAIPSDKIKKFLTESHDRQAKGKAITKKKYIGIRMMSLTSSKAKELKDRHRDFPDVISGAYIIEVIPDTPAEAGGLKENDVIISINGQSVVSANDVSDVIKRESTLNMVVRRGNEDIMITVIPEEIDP
# ABHD4 inh: ABHD4 inhibitors, primary screen, biochemical, fluorescence polarization, mouse. purified mABHD4, FP-Rh probe fluorescence polarization. inhibition, % at 8.92 µM. actives 0.54% (n = 370,000);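 active = inhibition exceeding the mean over every tested compound plus 3 SD, cut at about 30% in these data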;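 also: 0% = plate median of compound wells and 100% = S159A mutant with DMSO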
#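 system = mouse ABHD4 enzyme, wild type | medium = HEPES pH 7.0, NaCl, Pluronic buffer | also added = FP-Rh probe | incubation = Enzyme–compound pre-incubation 45 min, then probe 60 min, both 25 °C | technique = fluorescence polarization, excitation 525 nm, emission 598 nm, BODIPY TMR filters | controls = S159A mutant high control, sample median low control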
# TCR CD3 inh: inhibitors of human TCR-CD3 interaction, primary screen, biochemical, fluorescence, TAMRA-labeled TCR probe | AID 651800, 2012 | T-cell receptor (TCR) | inhibition, % at 9.4 µM | actives 0.37% (n = 360,000); in the data active = inhibition above about 19%;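 also: recombinant mutant TCR 2C K166C tagged with TAMRA read by polarization; 0% = receptor in buffer alone and 100% = receptor with positive control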
# PRMT1 inh: PRMT1 methyltransferase inhibitors, primary screen, biochemical, fluorescence polarization | AID 652257, 2013 | recombinant PRMT1, activity-based probe fluorescence polarization | actives 1.3% (n = 370,000) | Protein arginine N-methyltransferase 1 (Homo sapiens), Q99873 | inhibition, % at 2.79 µM;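 active = inhibition above about 21% made by adding two undisclosed values, limit read from the data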
# NPR2 activator: human GC-B receptor activators, primary screen, HEK293 GC-B cells, cGMP TR-FRET, EC30 CNP; actives 0.11% (n = 370,000); Atrial natriuretic peptide receptor 2 (Homo sapiens), P20594; 0% at EC30 CNP, 100% saturating CNP; activation, % at 10 µM; AID 1920062, 2024;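 active = activation at 10 µM reaching about 35% in either raw or pattern-adjusted values, limit read from the data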
# SIAE inh: human SIAE inhibitors, primary screen, biochemical, fluorescence polarization, FP-Rh probe, 1536-well HTS | Sialate O-acetylesterase (Homo sapiens), Q9HAT2 | SIAE FP-Rh probe binding | inhibition, % at 9.66 µM | actives 0.69% (n = 370,000) | AID 1053197, 2014;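 active = inhibition above a cutoff: mean of compounds within the control limits plus 3 SD of those, cut at about 17% in these data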;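 also: 0% = plate median of compound wells and 100% = probe without SIAE protein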
# rCAG RNA binder: binders of r(CAG) RNA repeats, primary screen, biochemical, fluorescence | r(CAG) RNA repeat, TO-PRO-1 dye displacement fluorescence | inhibition, % at 3 µM | AID 651821, 2012 | actives 1.3% (n = 370,000);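 active = inhibition above the plate cutoff, the mean of all test compounds on that plate plus 3 SD, cut at about 35% in these data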;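 also: 0% = DMSO alone and 100% = 100 µM mitoxantrone as full dye displacement; higher means more dye released from RNA so lower well fluorescence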
# TDP2 inh: human TDP2 enzyme inhibitors, primary screen, biochemical, epi absorbance, recombinant enzyme; Tyrosyl-DNA phosphodiesterase 2 (Homo sapiens), O95551; T5PNP hydrolysis, p-nitrophenol absorbance 415 nm; inhibition, % at 12.8 µM; actives 0.34% (n = 370,000);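 active = inhibition above the mean of all tested compounds plus 3 SD, set per campaign, cut at about 25% in these data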;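 also: 0% = DMSO with enzyme and 100% = buffer with substrate but no TDP2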
#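 Read-out basis: percent inhibition. System: recombinant human TDP2. Buffer or medium: Mg2+-containing Tris-HCl buffer, pH 7.5. Repeats: single replicate. Timing: reaction 2 h, 37 °C. Benchmarks: high control without enzyme, low control DMSO plus TDP2. Probe or stimulus: 5 mM T5PNP. Doses: 12.8 µM only. Measured by: epi absorbance of p-nitrophenol freed from T5PNP by hydrolysis.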
# Active calls of the source: *.
# Letters – A = MBD2 inh; B = LEDGF integ inh; C = HTRA1 inh; D = ABHD4 inh; E = TCR CD3 inh; F = PRMT1 inh; G = NPR2 activator; H = SIAE inh; I = rCAG RNA binder; J = TDP2 inh
> CC(NC(=O)CN1C(=O)NC2(CCCCC2C)C1=O)c1ccccc1 (stereo unspecified)
  A: -1	B: -4	C: 3	D: -7	E: 3	F: 8	G: 6	H: 4	I: 2	J: -3

> NC1CCN(c2c(F)cc3c(=O)c(C(=O)O)cn(C4CC4)c3c2Cl)C1 (stereo unspecified)
  A: 2	B: -1	C: 9	D: 4	E: 11	F: -2	G: -6	H: 6	I: 1	J: 6

> CCOC(=O)CCCCCC(=O)Nc1ccc2c(c1)CC(=O)N([C@@H](C)CO)C[C@@H](C)[C@@H](CN(C)C(=O)Nc1ccc(C(F)(F)F)cc1)O2
  A: 7	B: 1	C: -12	D: -19	E: -9	F: 0	G: -2	H: -8	I: 2	J: -2

> COc1ccc(Cl)cc1Nc1nc(C)cc(C)c1C(N)=O
  A: 4	B: -3	C: 3	D: -7	E: -3	F: 4	G: -9	H: -8	I: 5	J: -14

> Cc1ccc(Nc2cc(C)nc3nnnn23)cc1
  A: -3	B: -1	C: 5	D: 6	E: 0	F: 1	G: -8	H: -2	I: 3	J: 0

> Cc1ccc(NC(=O)c2ccccc2OCc2ccc([N+](=O)[O-])cc2)nc1
  A: 1	B: 0	C: 4	D: 0	E: 1	F: -1	G: 0	H: 3	I: -1	J: 0

> Cc1c(Nc2cc(=O)oc3ccccc23)c(=O)n(-c2ccccc2)n1C
  A: -7	B: 1	C: 6	D: 0	E: 3	F: 0	G: -2	H: 3	I: 3	J: -1

> N#Cc1cccc(NC(=O)CN2CCCCCC2)c1
  A: 2	B: 1	C: -13	D: 7	E: 5	F: 0	G: -2	H: -13	I: -1	J: -2

> CCCCCCn1c(SCC(=O)c2ccccc2)nc2c1c(=O)[nH]c(=O)n2C
  A: 1	B: -3	C: -1	D: 0	E: 2	F: -2	G: 7	H: -8	I: 2	J: -7

> COc1ccc(S(=O)(=O)NC(C)C(=O)Nc2ccccc2)cc1Cl (stereo unspecified)
  A: -6	B: -1	C: -2	D: 7	E: -2	F: 2	G: -1	H: 4	I: -4	J: -9

> CC(C)(CNC(=O)c1ccc(-c2ccccc2Cl)o1)N1CCOCC1
  A: -5	B: -1	C: -3	D: 1	E: 1	F: -3	G: -6	H: -8	I: -6	J: 1

> COCCCN1C(=O)C(=O)/C(=C(/O)c2ccc(OCC(C)C)cc2C)C1c1cccnc1 (stereo unspecified)
  A: -1	B: 5	C: 3	D: -1	E: 10	F: 0	G: 5	H: 0	I: 3	J: -5

> CN(CC(=O)Nc1cc(S(=O)(=O)N2CCOCC2)ccc1Cl)C1CCS(=O)(=O)C1 (stereo unspecified)
  A: 8	B: 4	C: 1	D: -6	E: -3	F: 4	G: 7	H: -9	I: -3	J: -1

> CCOCCCNC(=O)C1CCN(S(=O)(=O)c2cc(Br)cc3c2N(C(=O)CC)CC3)CC1
  A: 2	B: -3	C: -6	D: -3	E: -4	F: 3	G: 3	H: -1	I: 3	J: 4

> COCOCCn1cc(CN2CCS(=O)(=O)N(Cc3ccc(-c4ccc(OC)cc4)cc3)C(CC(C)C)C2=O)nn1 (stereo unspecified)
  A: 2	B: -8	C: -17	D: -20	E: -2	F: 1	G: -1	H: -7	I: 6	J: -4

> COCc1cc(=O)[nH]c(Cc2c(Cl)cccc2Cl)n1
  A: -6	B: 0	C: 1	D: 1	E: 0	F: -6	G: 3	H: 6	I: 2	J: -10

> CN1C(=O)C2(c3ccccc31)c1c(oc3ccccc3c1=O)C(=O)N2CCO (stereo unspecified)
  A: -4	B: 0	C: 8	D: 2	E: 2	F: 0	G: -7	H: 4	I: -5	J: 1

> Cc1ccc(C(C(=O)NC2CCCC2)N(C(=O)Cc2cccs2)c2ccc(C)c(C)c2)o1 (stereo unspecified)
  A: 5	B: -4	C: -31	D: -27	E: -9	F: 1	G: -17	H: -1	I: -8	J: -13

> N#Cc1nc(-c2ccccc2F)oc1NCc1cccc2c1OCO2
  A: -4	B: 9	C: -32	D: -5	E: 1	F: -1	G: 11	H: -2	I: 1	J: 7

> Cc1ccc(C)c(NC(=O)NNS(=O)(=O)c2ccc(C)c(C)c2)c1
  A: 9	B: -2	C: -12	D: -11	E: 0	F: -1	G: -4	H: 2	I: -2	J: 3

> O=c1c2sccc2n(Cc2cc(=O)n3ccccc3n2)c(=O)n1-c1ccccc1
  A: -3	B: 3	C: 2	D: -4	E: 3	F: -2	G: 4	H: -1	I: -2	J: -10

> O=S(=O)(Nc1cccc(S(=O)(=O)N2CCOCC2)c1)c1ccc2c(c1)OCCO2
  A: 8	B: -8	C: -1	D: 3	E: -5	F: 0	G: -2	H: -4	I: 6	J: 6

> CCC(C)(C)NC(=O)CN(Cc1cccs1)C(=O)C(=O)Nc1ccc2c(c1)OCCO2
  A: -1	B: 2	C: -13	D: -5	E: 2	F: 0	G: 1	H: 5	I: -7	J: 1

> CCc1ccc(NC(=O)[C@H](C)NC(=O)C2CCN(C(=O)[C@@H](NC(=O)OC(C)(C)C)C(C)C)CC2)cc1
  A: 1	B: 0	C: 5	D: 5	E: 6	F: -1	G: -3	H: 9	I: -10	J: -7

> Cc1ccc(S(=O)(=O)c2cc3ccccc3nc2N)cc1
  A: 5	B: -3	C: -4	D: -15	E: -4	F: 11	G: 2	H: -6	I: -1	J: -21

# By substructure: those above containing a Cl atom
# Letters – A = MBD2 inh; B = LEDGF integ inh; C = HTRA1 inh; D = ABHD4 inh; E = TCR CD3 inh; F = PRMT1 inh; G = NPR2 activator; H = SIAE inh; I = rCAG RNA binder; J = TDP2 inh
> NC1CCN(c2c(F)cc3c(=O)c(C(=O)O)cn(C4CC4)c3c2Cl)C1 (stereo unspecified)
  A: 2	B: -1	C: 9	D: 4	E: 11	F: -2	G: -6	H: 6	I: 1	J: 6

> COc1ccc(Cl)cc1Nc1nc(C)cc(C)c1C(N)=O
  A: 4	B: -3	C: 3	D: -7	E: -3	F: 4	G: -9	H: -8	I: 5	J: -14

> COc1ccc(S(=O)(=O)NC(C)C(=O)Nc2ccccc2)cc1Cl (stereo unspecified)
  A: -6	B: -1	C: -2	D: 7	E: -2	F: 2	G: -1	H: 4	I: -4	J: -9

> CC(C)(CNC(=O)c1ccc(-c2ccccc2Cl)o1)N1CCOCC1
  A: -5	B: -1	C: -3	D: 1	E: 1	F: -3	G: -6	H: -8	I: -6	J: 1

> CN(CC(=O)Nc1cc(S(=O)(=O)N2CCOCC2)ccc1Cl)C1CCS(=O)(=O)C1 (stereo unspecified)
  A: 8	B: 4	C: 1	D: -6	E: -3	F: 4	G: 7	H: -9	I: -3	J: -1

> COCc1cc(=O)[nH]c(Cc2c(Cl)cccc2Cl)n1
  A: -6	B: 0	C: 1	D: 1	E: 0	F: -6	G: 3	H: 6	I: 2	J: -10

# Part of the list above in order of number of heavy atoms, lowest first.
# Letters – A = MBD2 inh; B = LEDGF integ inh; C = HTRA1 inh; D = ABHD4 inh; E = TCR CD3 inh; F = PRMT1 inh; G = NPR2 activator; H = SIAE inh; I = rCAG RNA binder; J = TDP2 inh
> COCc1cc(=O)[nH]c(Cc2c(Cl)cccc2Cl)n1
  A: -6	B: 0	C: 1	D: 1	E: 0	F: -6	G: 3	H: 6	I: 2	J: -10

> Cc1ccc(C)c(NC(=O)NNS(=O)(=O)c2ccc(C)c(C)c2)c1
  A: 9	B: -2	C: -12	D: -11	E: 0	F: -1	G: -4	H: 2	I: -2	J: 3

> O=S(=O)(Nc1cccc(S(=O)(=O)N2CCOCC2)c1)c1ccc2c(c1)OCCO2
  A: 8	B: -8	C: -1	D: 3	E: -5	F: 0	G: -2	H: -4	I: 6	J: 6

# Some of the compounds tested; the hit share may differ from the screen's.
